# PI5P4Ka inh: qHTS for Inhibitors of phosphatidylinositol 5-phosphate 4-kinase (PI5P4K). max response, %. PI5P4Kalpha enzyme, ADP-Glo luminescence, 60 min; hits give low values. AID 652105, 2013. 330,000 tested, 1.2% active; active = max response of -50% or lower; inconclusive = between -30% and -50%; inactive = -30% or higher; also: value at the top dose of about 77 µM; % is scaled to controls: 0 for no effect and ±100 for the full control effect
# Target sequence (P48426 whole entry, looked up): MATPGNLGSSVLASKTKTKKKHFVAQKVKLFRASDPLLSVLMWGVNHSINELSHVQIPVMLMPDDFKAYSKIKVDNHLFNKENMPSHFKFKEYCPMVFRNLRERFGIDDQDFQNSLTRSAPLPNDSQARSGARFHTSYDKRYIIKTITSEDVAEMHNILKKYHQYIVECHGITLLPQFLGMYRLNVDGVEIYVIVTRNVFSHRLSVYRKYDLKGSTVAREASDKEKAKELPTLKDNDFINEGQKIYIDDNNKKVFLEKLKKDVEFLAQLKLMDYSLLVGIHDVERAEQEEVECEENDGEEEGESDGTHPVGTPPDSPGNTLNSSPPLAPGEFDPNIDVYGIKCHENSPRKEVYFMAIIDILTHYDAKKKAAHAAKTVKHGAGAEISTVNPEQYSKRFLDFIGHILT
#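 Quantitative HTS of the MLSMR library against PI5P4Kalpha with substrate. ATP added last at 5 microM final; room temperature, 60 minutes. Remaining ATP depleted, ADP converted and read as luminescence.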
# EPAC1 agonist: qHTS for Agonist of cAMP-regulated guanine nucleotide exchange factor 3 (EPAC1): primary screen; Potency, µM (titrated, usually from 154 µM), inactives show at the highest dose activation, hits mostly activators; Rap guanine nucleotide exchange factor 3 (Homo sapiens), O95398; 360,000 tested, 0.073% active; AID 720707, 2013; EPAC1 agonist qHTS, biochemical assay; response scale: 100% = response to 6.5 mM cAMP; also: potency is read from the fitted curve at half-maximal effect; nearly all actives have a fitted effect of over 60% in size
#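 Nucleotide exchange by EPAC1 (100 nM) on Rap1B–BODIPY-GDP (250 nM) in the presence of 50 uM GDP is tracked fluorescently at 480/540 nm over 30 min. Signals are normalized to a 6.5 mM cAMP control.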
# WRN inhibitor: qHTS for Inhibitors of WRN Helicase; WRN helicase unwinding, fluorescent forked duplex, kinetic; Potency, µM (highest dose often 114 µM), inactives show at the top dose activity change, negative = inhibition, usual class: inhibitors; 360,000 tested, 0.46% active; also: potency is read from the fitted curve at half-maximal effect; % is scaled to controls: 0 for no effect and ±100 for the full control effect; nearly all actives have a fitted effect of over 55% in size
#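 Kinetic fluorescence helicase assay: unwinding of a quenched forked DNA duplex (100 nM final) with 2 mM ATP final raises red fluorescence (525/598 nm). Compounds sat 15 min at room temperature with 20 nM WRN beforehand.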
# FUS suppressor: qHTS for Suppressors of FUS Proteinopathy: Primary screen using FUS-linked yeast assay | Potency, µM (doses to about 76.6 µM), for the others: top-dose growth rescue (activation), actives largely listed as activators | 390,000 tested, 0.24% active | S. cerevisiae FUS-expressing, growth rescue, OD600, 24 h;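 also: potency is read from the fitted curve at half-maximal effect; plate controls were DMSO vehicle for no effect and reference control for full effect; nearly all actives have a fitted effect of over 55% in size; some results filed as inactive show a strong effect at the top dose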
#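 Restored growth of FUS-toxic S. cerevisiae, read as 600 nm absorbance after 24 h at 30C in galactose medium (starting OD 0.005). Controls CP55940 and DMSO.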
# IL2 activator: qHTS of IL-2 Activators. AID 652025, 2013. activation, % (series mostly up to about 46 µM). 360,000 tested, 0.065% active. IL-2 activation reporter assay, cell-based qHTS; stimulated with anti-CD3/CD4/CD28 beads; in transgenic mouse T cells; in the data active = activation above about 50%; inconclusive = mostly about 30% to 49%; also: 0% is about no effect
#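 First, unstimulated transgenic mouse T cells were exposed to compound for 60 min. Next, anti-CD3/anti-CD4-coated beads with anti-CD28 were added. Finally, after 18 h at 37 degrees C, EGFP and DsRed were imaged.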
# Abeta rescue: qHTS for compounds that reverse cellular toxicity of Amyloid beta (A-beta) peptide in yeast: Primary Screen; yeast expressing A-beta42, growth rescue, OD600, 48 h; response scale: 0% DMSO, 100% iron-clioquinol control; Potency, µM (highest dose often 46.1 µM), for inactives: top-dose growth rescue, hits mostly activators; 410,000 tested, 0.063% active; AID 1347071, 2019; also: potency is read from the fitted curve at half-maximal effect; nearly all actives have a fitted effect of over 55% in size
#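 Yeast A-beta toxicity model in growth medium with pinned compounds, 48 h at 30 C; growth read as absorbance at 600 nm. Normalized to FeCl3/clioquinol equimolar mix (positive) and DMSO (negative).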
# aSyn yeast inh: qHTS of alpha-syn Inhibitors | Yeast expressing alpha-synuclein, growth rescue, BacTiter-Glo, 24 h | Potency, µM (titrated, usually from 46.1 µM), without a hit: top-dose growth rescue (activation), usual class: activators | 370,000 tested, 0.14% active; also: potency is read from the fitted curve at half-maximal effect; % of control where 0% means no effect; nearly all actives have a fitted effect of over 65% in size
#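 Screening used galactose-induced yeast with toxic alpha-synuclein levels, exposed to compound for 24 hr at 30 deg C. Cell growth, read with BacTiter-Glo luminescence, gave the measured signal.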
# PLK1 PBD block: qHTS for Inhibitors of PLK1-PDB (polo-like kinase 1 - polo-box domain): Primary Screen; Plk1 PBD binding of FITC phosphopeptide, fluorescence polarization; Potency, µM, inactives show max response, negative = inhibition, most hits filed as inhibitors; 360,000 tested, 2.8% active; AID 720504, 2013; also: potency is read from the fitted curve at half-maximal effect; series mostly up to about 57 µM; % is scaled to controls: 0 for no effect and ±100 for the full control effect; nearly all actives have a fitted effect of over 65% in size
# Target sequence (P53350 whole entry, looked up, the tested form may be a part): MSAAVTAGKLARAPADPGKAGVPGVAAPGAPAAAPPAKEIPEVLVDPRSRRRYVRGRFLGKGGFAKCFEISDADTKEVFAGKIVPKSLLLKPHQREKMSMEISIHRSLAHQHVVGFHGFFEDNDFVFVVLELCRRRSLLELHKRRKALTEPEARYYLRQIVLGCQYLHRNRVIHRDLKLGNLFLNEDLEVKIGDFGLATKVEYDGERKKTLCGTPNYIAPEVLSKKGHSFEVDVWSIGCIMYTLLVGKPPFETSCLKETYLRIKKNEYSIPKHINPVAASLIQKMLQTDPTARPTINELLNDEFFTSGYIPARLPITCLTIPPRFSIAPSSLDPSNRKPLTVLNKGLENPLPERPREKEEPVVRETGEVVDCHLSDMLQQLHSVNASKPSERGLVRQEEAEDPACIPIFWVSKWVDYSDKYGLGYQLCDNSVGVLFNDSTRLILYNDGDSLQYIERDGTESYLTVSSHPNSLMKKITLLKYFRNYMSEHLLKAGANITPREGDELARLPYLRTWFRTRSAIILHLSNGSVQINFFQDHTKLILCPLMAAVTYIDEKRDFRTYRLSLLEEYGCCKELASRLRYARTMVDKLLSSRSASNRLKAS
# EPAC1 antagonist: qHTS for Antagonist of cAMP-regulated guanine nucleotide exchange factor 3 (EPAC1): primary screen | Rap guanine nucleotide exchange factor 3 (Homo sapiens), O95398 | EPAC1 GEF assay, Rap1b-BODIPY-GDP exchange fluorescence | Potency, µM (top dose mostly 115 µM), for inactives: at the top dose activity change, negative = inhibition, usual class: inhibitors | 360,000 tested, 0.14% active | AID 720709, 2013;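 also: potency is read from the fitted curve at half-maximal effect; plate controls were vehicle for no effect and positive control for full effect; nearly all actives have a fitted effect of over 50% in size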
# Numbers without * were called inactive; ? = inconclusive; / = not tested or not shown; [ ] = another dose, or the depositor's remark. Unless noted, calls follow the shape of the dose curve; as a rule, active = well fitted curve in the direction sought with a large enough effect; inconclusive = small, poorly fitted or top-dose-only effect, or another doubt; inactive = no such curve, though single readings can be large; an effect the other way counts as inactive or inconclusive.
SMILES,PI5P4Ka inh,EPAC1 agonist,WRN inhibitor,FUS suppressor,IL2 activator,Abeta rescue,aSyn yeast inh,PLK1 PBD block,EPAC1 antagonist
CC(=O)Nc1ccc(NC(=O)CCc2c(C)noc2C)cc1,7,7%,-5%,-6%,-1.6,8%,2%,-1%,1%
CN(C)CCCNC(=O)c1cc(C(=O)c2c(Cl)cccc2Cl)c[nH]1,-1,4%,7%,1%,-0.6,7%,2%,1%,-8%
O=C(NCCc1ccccc1)N1CCCC(CNS(=O)(=O)Cc2ccccc2)C1 (stereo not drawn),-5,0%,4%,3%,-1.8,-3%,3%,1%,-1%
Cc1cc(NC(=O)CSCC(=O)OC(C)C(=O)c2cc(C)c(C)cc2C)no1 (stereo not drawn),3,-6%,-20%,21%,-0.6,0%,6%,-1%,-29%
CCOc1ccc(-n2c(SCC(=O)Nc3ccc4c(c3)OCO4)nc3c(c2=O)SCC3)cc1,-1,6%,-1%,20%,-0.7,-5%,-1%,-11%,5%
NC(=O)c1ccc(F)cc1,/,5%,-6%,0%,-0.3,5%,-4%,-3%,6%
O=C(CN(C(=O)c1ccc2c(c1)OCCO2)c1ccccc1)NCC1CCCO1 (stereo not drawn),0,-6%,8%,14%,4.1,0%,-3%,-14%,15%
COc1ccc(CCNC(=O)CSc2ncc(C(=O)Nc3ccccc3)c(=O)n2C)cc1,4,-9%,-26%,5%,0.7,-1%,-2%,-23%,-11%
CNC(=S)N(Cc1ccc2c(c1)OCO2)C1CC(=O)N(c2ccccc2)C1=O (stereo not drawn),-15,3%,-3%,31%,0.1,17%,16%,30µM*,-13%
CCN(c1ccc(NC(=O)COC(=O)c2ccc(C)c(S(=O)(=O)N3CCOCC3)c2)cc1)C(C)C,1,2%,2%,19%,-2.5,2%,-10%,-5%,-2%

# Reformatted: 3 of the compounds above.
Compound: CC(=O)Nc1ccc(NC(=O)CCc2c(C)noc2C)cc1
  PI5P4Ka inh: 7	EPAC1 agonist: 7%	WRN inhibitor: -5%	FUS suppressor: -6%	IL2 activator: -1.6	Abeta rescue: 8%	aSyn yeast inh: 2%	PLK1 PBD block: -1%	EPAC1 antagonist: 1%

Compound: CCOc1ccc(-n2c(SCC(=O)Nc3ccc4c(c3)OCO4)nc3c(c2=O)SCC3)cc1
  PI5P4Ka inh: -1	EPAC1 agonist: 6%	WRN inhibitor: -1%	FUS suppressor: 20%	IL2 activator: -0.7	Abeta rescue: -5%	aSyn yeast inh: -1%	PLK1 PBD block: -11%	EPAC1 antagonist: 5%

Compound: COc1ccc(CCNC(=O)CSc2ncc(C(=O)Nc3ccccc3)c(=O)n2C)cc1
  PI5P4Ka inh: 4	EPAC1 agonist: -9%	WRN inhibitor: -26%	FUS suppressor: 5%	IL2 activator: 0.7	Abeta rescue: -1%	aSyn yeast inh: -2%	PLK1 PBD block: -23%	EPAC1 antagonist: -11%

# Further entries follow:
SMILES,PI5P4Ka inh,EPAC1 agonist,WRN inhibitor,FUS suppressor,IL2 activator,Abeta rescue,aSyn yeast inh,PLK1 PBD block,EPAC1 antagonist
Cc1nnc(NC(=O)c2ccc(-c3ccc(Cl)cc3)o2)s1,-4,-7%,-20%,2%,0.4,-4%,-5%,-23%,4%
Cc1ccccc1NC(=O)NCc1cccnc1,3,4%,6%,0%,-1.8,-2%,2%,-7%,15%
O=C(NCc1ccccc1Cl)c1ccc2nnsc2c1,5,10%,-2%,6%,-0.1,-2%,-2%,-21%,6%
COc1ccccc1NC(=O)COC(=O)/C=C/c1ccc2c(c1)OCO2,-6,1%,4%,18%,-0.5,-7%,0%,-18%,9%
Cc1ccccc1N1CCN(CC(=O)Nc2nc(C)c(C(=O)N(C)C)s2)CC1,2,1%,-20%,19%,-0.7,-14%,-12%,-7%,10%
CCN(CC)S(=O)(=O)c1cccc(C(=O)Nc2ccc(Cl)cn2)c1,3,5%,-13%,48%,-2.5,-58%[inhibitor],-14%,-14%,-4%
COc1cc(CCC(=O)NNC(=O)c2cccc(Cl)c2)cc(OC)c1OC,-3,1%,-1%,0%,-2.4,-1%,6%,-1%,-11%
Nc1c(S(=O)(=O)c2cccs2)c2nc3ccccc3nc2n1Cc1ccc2c(c1)OCO2,/,19%,-14%,-1%,-0.5,7%,1%,-5%,6%
Cc1ccc(NC(=O)C2(S(=O)(=O)c3ccc(C)cc3)CC2)cc1,/,10%,-2%,19%,0.3,14%,2%,-7%,2%
COc1ccc(CCC2(C)OCC(CCCCO)O2)cc1 (stereo not drawn),-1,3%,-23%,-12%,-0.9,17%,-1%,0%,-5%
COc1ccc(-c2sc(NC(=O)c3ccc(C)cc3)nc2-c2ccc([N+](=O)[O-])cc2)cc1,-3,-2%,4%,13%,1.2,3%,-11%,9%,-5%
COc1cc(/C=C/C(=O)OCC(=O)N(C)Cc2ccccc2)ccc1O,-2,3%,9%,11%,0.7,8%,2%,-16%,-19%
CC(C)c1ccc(NC(=O)C2CC(=O)N(C3CCCC3)C2)cc1 (stereo not drawn),-4,-13%,-1%,27%,-0.4,1%,-5%,-12%,-11%
O=C(Cn1cnc2ccccc2c1=O)Nc1ccc(S(=O)(=O)N2CCCC2)cc1,1,-7%,3%[57.1 µM],0%,-0.7,-10%,-14%,-2%,-3%
O=C(Nc1nnc([C@@H]2C[C@H](O)[C@@H](CO)O2)s1)NC(c1ccccc1)c1ccccc1,-1,12%,-5%,4%,-0.4,-3%,-2%,0%,-10%
Cc1cc(Nc2ccccc2)cc(=O)n1C,-10,-5%,-4%,-5%,0.0,-2%,3%,-2%,3%
Cc1ccc(NC(=O)c2cccc(S(=O)(=O)N3CCCc4ccccc43)c2)nc1,9,11%,-2%,36%,-0.9,-13%,15%[1.84 µM],2%,18%
CCn1cc(S(=O)(=O)Nc2nc3ccc(OC)cc3s2)cn1,7,0%,-4%,-24%,-2.4,11%,2%,-13%,-6%
CCCCc1c(C)nc2ccccc2c1SCCC(=O)O,-3,9%,-1%,-4%,0.1,2%,8%,?,-27%
C=CCn1cc(-c2cccc(Cl)c2)cc(C#N)c1=O,4,-1%,-5%,18%,2.9,-16%,0%,-5%,12%
C(=N\n1cnnc1)/c1cccc(Oc2ccccc2)c1,0,7%,-3%,-5%,-0.6,-20%,10%,-1%,3%
COc1ccc(NC(=O)CSCC(=O)N(C)CC(=O)Nc2ccc(Cl)c(C(F)(F)F)c2)cc1,21,-7%,-8%,37%,-2.4,12%,1%,-4%,-13%
Cc1ccc(S(=O)(=O)NC(C)C(=O)Nc2ccc3c(c2)OCO3)cc1 (stereo not drawn),-14,1%,6%,-3%,0.1,5%,4%,-4%,7%
COC(=O)c1cnn2c3c(c(C)nc12)CCCC3,/,5%,5%,14%,-2.8,-32%[inhibitor],0%,-6%,3%
O=C(COC(=O)c1ccc(S(=O)(=O)N2CCCCC2)cc1)NCc1ccccc1,0,9%,-27%,28%,-1.0,5%,19%,-13%,-9%
COc1nc(NCc2cccnc2)nc(NC2CCCCC2)n1,13,11%,4%,-32%,-0.1,4%,27%,-5%,-20%
Cc1ccc(NC(=O)CCSc2nnc(C)o2)cc1,1,5%,2%,-10%,0.2,3%,3%,?,-25%
Oc1c(CN2CCOCC2)cc(CN2CCOCC2)cc1CN1CCOCC1,15,2%,2%,/,-0.4,9%,-3%,1%,1%
O=C(Oc1cccc2cccnc12)c1cccc(N2C(=O)C3C4CCC(C4)C3C2=O)c1 (stereo not drawn),-14,2%,-12%,38%,-5.1,-47%,19%,-21%,-19%
CCOc1cc(CN2CCN(c3cccc(C(F)(F)F)c3)CC2)ccc1OC,/,14%,-6%,-10%,-2.3,-4%,1%,0%,2%
CC(C)(OC1OC(CO)C(O)C(O)C1O)[C@H]1Oc2ccc3ccc(=O)oc3c2[C@H]1O (stereo partly drawn),-5,10%,1%,1%,1.5,12%,-7%,1%,0%
CCOC(=O)Cn1c(Br)nc2c1c(=O)[nH]c(=O)n2C,/,14%,1%,?,0.9,-8%,-2%,-9%,1%
COc1ccc(NC(=O)CN2CCc3ccccc3C2)c([N+](=O)[O-])c1,14,16%,-5%,7%,0.3,-1%,-2%,-1%,-24%
COc1cccc(C2CCCN2Cc2nc(CC3CC3)no2)c1 (stereo not drawn),-1,-9%,1%,-1%,0.5,0%,2%,-12%,-10%
O=C(Nc1ccc(Br)c(Cl)c1)C1CC1,9,-3%,-8%,6%,0.0,-68%[inhibitor],-37%[inhibitor],2%,-8%
O=C(Nc1cccc(Cl)c1)OCCOC(=O)Nc1cccc(Cl)c1,-9,10%,-13%,27%,-0.5,-17%,-43%[inhibitor],-1%,-26%
CN(C(=O)COC(=O)c1c2c(nc3ccccc13)CCCC2)c1c(N)n(Cc2ccccc2)c(=O)[nH]c1=O,8,3%,-5%,31%,10,12%,-1%,6%,-1%
C=C(C)COc1ccc(-c2ncncc2-c2ccccc2)c(O)c1,0,-4%,-5%,9%,-2.4,7%,-3%,-2%,-17%
Cc1ccc(N(C(=O)C2CCCC2)C2C=CS(=O)(=O)C2)cc1 (stereo not drawn),-1,3%,-11%,-38%,-1.9,12%[9.22 µM],7%,-3%,3%
Cc1nnc(SCC(=O)Nc2ccc3c(c2)OCO3)[nH]c1=O,1,0%,-8%,-1%,-2.9,2%,7%,-9%,-27%
CC(C)C(=O)Nc1cccc(C(=O)Nc2ccc(S(=O)(=O)N3CCOCC3)cc2)c1,8,2%,-5%,21%,0.1,7%,5%,-26%,6%
CSc1ccccc1-n1nnnc1SCc1ccccc1,6,23%,5%,18%,0.4,3%,0%,-5%,19%
CC(C)NC(=O)CC1Nc2c3ccccc3nc(=S)n2C1=O (stereo not drawn),5,0%,-2%,9%,0.1,3%,-1%,-3%,7%
O=C(Nc1ccc(OC(F)(F)F)cc1)C1CCCCN1S(=O)(=O)c1ccccc1 (stereo not drawn),1,-2%,-16%,24%,-4.7,15%,10%,5%,-27%
